CASP6 VEID inh = caspase-6 (human) enzyme inhibition. purified caspase-6, Z-VEID-R110 cleavage fluorescence. inhibition, % at 12.5 µM. 350,000 compounds, 0.53% hits;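 active = mean inhibition across replicates at least about 35%, with every replicate also reaching that limit, limit read from the data; inconclusive = only one of the two criteria met; inactive = neither criterion met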;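 also: 0% = median of neutral control wells and 100% = no fluorescence left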
Target sequence (P55212 24-179 limits assumed): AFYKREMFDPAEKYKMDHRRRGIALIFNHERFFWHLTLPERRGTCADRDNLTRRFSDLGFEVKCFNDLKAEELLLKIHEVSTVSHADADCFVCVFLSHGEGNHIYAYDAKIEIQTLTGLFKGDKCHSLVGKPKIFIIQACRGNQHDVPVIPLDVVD
Target sequence (P55212 194-293 limits assumed): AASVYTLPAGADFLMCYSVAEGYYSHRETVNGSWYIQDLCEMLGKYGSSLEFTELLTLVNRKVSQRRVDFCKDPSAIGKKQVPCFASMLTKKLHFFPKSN
LGR2 antag = blocks bursicon-induced cAMP signaling via Drosophila LGR2; HEK293 LGR2, CRE-luciferase, bursicon-stimulated, 4 h; inhibition, % at 9.99 µM; 380,000 compounds, 0.35% hits; AID 720647;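 active = drop in luminescence signal, shown as inhibition above about 50% in the replicate tests, limit read from the data, passing the limit was not always enough; inconclusive = probably only some replicates passing the limit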;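 also: agonist challenge used bursicon conditioned medium at about half maximal strength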
EWS-Fli inh = blocks EWS/Fli oncoprotein-driven transcription; A673 NR0B1-luciferase reporter, viability-normalised; inhibition, % at 12.6 µM; 350,000 compounds, 0.67% hits; AID 651661;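 active = mean inhibition of at least 50% after viability correction, with every replicate also passing that limit; inconclusive = mean reaches 50% but only one of two replicates passes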;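 also: firefly luciferase signal divided by Alamar Blue viability fluorescence both relative to DMSO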
DENV2 CPE rescue = protects cells from dengue virus 2 cytopathic effect; AID 651640; 350,000 compounds, 1.7% hits; CPE inhibition, % at 9.99 µM; DENV2-infected cells, cytopathic effect rescue, plate reader; in the data active = CPE inhibition above about 20%, passing the limit was not always enough; inconclusive = no clear call, values can overlap the other calls; tested in BHK-21 cells;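 also: 0% = median of neutral control wells and 100% = median of positive control wells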
SIRT5 block = blocks human SIRT5 desuccinylation of peptide. 330,000 compounds, 1.1% hits. AID 652115. Q9NXA8. Purified SirT5, succinyl-peptide AMC, trypsin-coupled fluorescence. inhibition, % at 15 µM; in the data active = inhibition above about 15%; inconclusive = no clear call, values can overlap the other calls
Target sequence (Q9NXA8 whole entry, looked up): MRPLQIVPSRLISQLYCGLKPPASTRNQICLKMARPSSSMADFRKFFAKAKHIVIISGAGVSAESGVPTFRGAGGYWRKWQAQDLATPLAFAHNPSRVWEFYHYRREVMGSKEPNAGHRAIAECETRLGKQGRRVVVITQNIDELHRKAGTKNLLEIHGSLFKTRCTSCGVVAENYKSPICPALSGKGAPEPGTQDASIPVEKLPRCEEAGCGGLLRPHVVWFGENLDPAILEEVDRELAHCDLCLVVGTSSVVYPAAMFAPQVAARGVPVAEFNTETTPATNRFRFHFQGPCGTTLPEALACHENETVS
PAX8 reporter = lowers PAX8-driven luciferase in RMG-I cells; RMG-I TPO-luciferase reporter, SteadyGlo, 24 h; inhibition, % at 12.6 µM; 360,000 compounds, 1.2% hits; AID 652154;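 active = mean replicate inhibition at least 60% with every replicate also reaching 60%; inconclusive = only one of the two criteria is met; inactive = mean below 60% and not all replicates reaching 60%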;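 also: luciferase light reporting Pax8 driven TPO promoter activity; plate controls were median of neutral control wells for no effect and mitoxantrone controls for full effect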
ARNT-TACC3 inh = disrupts binding between human ARNT and TACC3. AlphaScreen His-ARNT PAS-B/GST-TACC3 binding, luminescence; TACC3 fragment carries E629A point mutation. Q9Y6A5. 390,000 compounds, 0.66% hits. inhibition, % at 9.99 µM;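 active = mean inhibition of replicates at least 50% and at least half of replicates each reaching 50%; inconclusive = half or more replicates reach 50% but mean below 50%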;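 also: 0% = complete ARNT plus TACC3 wells and 100% = ARNT alone without TACC3; many hits fall short of the cut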
Starred values were filed as active, the others as inactive; & = joins results of further samples. Rows were taken by chance; overall some 4.9% were active at least once.

Results for COc1cc(NS(=O)(=O)c2ccc(NC(=S)NC(=O)COc3ccccc3OC)cc2)nc(OC)n1 ?
CASP6 VEID inh: 1; LGR2 antag: -4; EWS-Fli inh: 1; DENV2 CPE rescue: -5; SIRT5 block: 2; PAX8 reporter: -14; ARNT-TACC3 inh: -29

What do the screens show for `COc1ccc(S(=O)(=O)Nc2ccc3c(c2)CC(=O)N([C@@H](C)CO)C[C@@H](C)[C@@H](CN(C)S(=O)(=O)c2ccc(Cl)cc2)O3)cc1`?
CASP6 VEID inh: 0; LGR2 antag: 2; EWS-Fli inh: 2; DENV2 CPE rescue: -14; SIRT5 block: 6; PAX8 reporter: -14; ARNT-TACC3 inh: 8

What do the screens show for `CCc1ccc(S(=O)(=O)c2nnn3c2nc(N2CCOCC2)c2ccccc23)cc1`?
CASP6 VEID inh: -2; LGR2 antag: -2; DENV2 CPE rescue: -2; SIRT5 block: -8; PAX8 reporter: 10; ARNT-TACC3 inh: 3

Results for O=C(Cc1c(Cl)cccc1Cl)N1CCN(S(=O)(=O)c2cccs2)CC1 ?
CASP6 VEID inh: -1; LGR2 antag: -1; EWS-Fli inh: -2; DENV2 CPE rescue: 1; SIRT5 block: -1; PAX8 reporter: 8

What do the screens show for `O=C(CSc1ccc([N+](=O)[O-])cc1)Nc1cccc(S(=O)(=O)N2CCOCC2)c1`?
CASP6 VEID inh: 4; LGR2 antag: -32; EWS-Fli inh: 5; DENV2 CPE rescue: inconclusive; SIRT5 block: 0; PAX8 reporter: -5; ARNT-TACC3 inh: -10

Results for Cc1ccc(NC(=S)NCc2ccccc2)cc1S(=O)(=O)N1CCCCC1 ?
CASP6 VEID inh: -6; LGR2 antag: 17; EWS-Fli inh: -17; DENV2 CPE rescue: 8; SIRT5 block: 0; PAX8 reporter: -6; ARNT-TACC3 inh: 3

Results for CC=Cc1ccc2n(c1=O)C[C@@H]1[C@@H](CO)[C@H](C(=O)N(C)C)[C@H]2N1CCc1ccccc1 (mixture of isomers) ?
CASP6 VEID inh: -1; LGR2 antag: 5; EWS-Fli inh: 3; DENV2 CPE rescue: -3; SIRT5 block: -3; ARNT-TACC3 inh: -5

How did C[C@H]1CCCCO[C@H](CN(C)Cc2ccccc2)[C@@H](C)CN([C@@H](C)CO)C(=O)c2cc(NC(=O)Nc3ccccc3)ccc2O1 do in these assays?
CASP6 VEID inh: 6; LGR2 antag: 8; EWS-Fli inh: -6; DENV2 CPE rescue: -7; SIRT5 block: -6; PAX8 reporter: -5; ARNT-TACC3 inh: 4

How did O=C(/C=C/c1ccc([N+](=O)[O-])cc1)NC1CC2CCC1C2 (stereo not given) do in these assays?
CASP6 VEID inh: 2; LGR2 antag: -27; EWS-Fli inh: -46; DENV2 CPE rescue: -4; PAX8 reporter: -36; ARNT-TACC3 inh: -6

How did O=C(NC1CCCC1)N1CC2(C1)[C@@H](c1ccccc1)[C@@H](CO)N2CC1CCCC1 do in these assays?
CASP6 VEID inh: -1; LGR2 antag: 0; EWS-Fli inh: 1; DENV2 CPE rescue: 5; SIRT5 block: 4; PAX8 reporter: 11

How did COCCN(CCOC)S(=O)(=O)NC[C@H]1O[C@@H](n2cnc3c(N)ncnc32)[C@H](O)[C@@H]1O do in these assays?
CASP6 VEID inh: -1; LGR2 antag: 8; EWS-Fli inh: -2; DENV2 CPE rescue: 4; SIRT5 block: -1; PAX8 reporter: -6; ARNT-TACC3 inh: 0

Results for CC1(C)CC(=O)c2cc(OCC(=O)N3CCN(c4ccccc4F)CC3)ccc2O1 ?
CASP6 VEID inh: 2; LGR2 antag: -12; EWS-Fli inh: 7; DENV2 CPE rescue: 0; SIRT5 block: 6; ARNT-TACC3 inh: -2

What do the screens show for `COc1ccccc1NC(=O)N1CC(=O)N2[C@H](CO)[C@H](c3ccc(-c4cccc(C)c4)cc3)[C@@H]2C1`?
CASP6 VEID inh: 2; LGR2 antag: 2; EWS-Fli inh: 3; DENV2 CPE rescue: 17; SIRT5 block: -1

How did COc1ccc(C(CNC(=O)c2c(C)nn(Cc3ccc(C)cc3)c2Cl)N2CCOCC2)cc1 (stereo not given) do in these assays?
CASP6 VEID inh: -2; LGR2 antag: 3; EWS-Fli inh: 10; DENV2 CPE rescue: -1; SIRT5 block: -1; PAX8 reporter: 9; ARNT-TACC3 inh: 8

What do the screens show for `O=C(CCC(=O)N1CCN(c2ccccc2F)CC1)c1ccc(Cl)s1`?
CASP6 VEID inh: 4; LGR2 antag: -13; EWS-Fli inh: 5; DENV2 CPE rescue: -5; SIRT5 block: 0; PAX8 reporter: 6; ARNT-TACC3 inh: -4

How did Cc1noc(C)c1NC(=O)Nc1ccc2c(c1)C(=O)N([C@H](C)CO)C[C@@H](C)[C@H](CN(C)C)OCCCC[C@H](C)O2 do in these assays?
CASP6 VEID inh: 3; LGR2 antag: 4; EWS-Fli inh: -3; DENV2 CPE rescue: 10; SIRT5 block: 2; PAX8 reporter: -15; ARNT-TACC3 inh: 2

How did Cc1noc(C)c1NC(=O)Nc1ccc2c(c1)C(=O)N([C@H](C)CO)C[C@@H](C)[C@H](CN(C)S(=O)(=O)c1cn(C)cn1)O2 do in these assays?
CASP6 VEID inh: -1; LGR2 antag: 9; EWS-Fli inh: -9; DENV2 CPE rescue: -1; SIRT5 block: 2; ARNT-TACC3 inh: 2

Results for CO[C@H]1CN(C)C(=O)c2cc(NS(=O)(=O)c3ccc(Cl)cc3)ccc2OC[C@@H](C)NC[C@@H]1C ?
CASP6 VEID inh: 0; LGR2 antag: -2; EWS-Fli inh: -11; DENV2 CPE rescue: -8; SIRT5 block: 9; PAX8 reporter: 6; ARNT-TACC3 inh: -2

Results for COc1cc(NC(C)CCCN)c2nc(C)ccc2c1Oc1ccc(F)cc1 (stereo not given) ?
CASP6 VEID inh: 14; LGR2 antag: -18; EWS-Fli inh: 1; DENV2 CPE rescue: -9; SIRT5 block: 0; PAX8 reporter: 13

Results for CC1(C(=O)NS(=O)(=O)c2cccc(Cl)c2)CCN1C(=O)CCc1cccs1 (stereo not given) ?
CASP6 VEID inh: 0; LGR2 antag: -6; EWS-Fli inh: -8; DENV2 CPE rescue: 7; SIRT5 block: -2; PAX8 reporter: 9

How did CCN(CC)S(=O)(=O)c1ccc(C(=O)NC(=S)N2CCCCC2C)cc1 (stereo not given) do in these assays?
CASP6 VEID inh: 3; LGR2 antag: 26; EWS-Fli inh: 13; DENV2 CPE rescue: 4; SIRT5 block: 2; PAX8 reporter: 1

What do the screens show for `O=C(O)c1ccc(Nc2nc3ccccc3nc2NS(=O)(=O)c2cccs2)cc1`?
CASP6 VEID inh: 1; LGR2 antag: -9; DENV2 CPE rescue: 9; SIRT5 block: 2; PAX8 reporter: -22; ARNT-TACC3 inh: -10

How did CC(OC(=O)c1ccc(S(=O)(=O)N(C)c2ccccc2)cc1)C(=O)NCCC1=CCCCC1 (stereo not given) do in these assays?
CASP6 VEID inh: 0; LGR2 antag: -18; EWS-Fli inh: -12; DENV2 CPE rescue: -6; SIRT5 block: 4; PAX8 reporter: 4; ARNT-TACC3 inh: -2

How did COc1ccc(N(CC(=O)NC2CCS(=O)(=O)C2)S(=O)(=O)c2cc(C)ccc2C)cc1 (stereo not given) do in these assays?
CASP6 VEID inh: 0; LGR2 antag: 15; EWS-Fli inh: 1; DENV2 CPE rescue: 20; SIRT5 block: -5; PAX8 reporter: 0; ARNT-TACC3 inh: 2

Results for C[C@H](CO)N1C[C@H](C)[C@@H](CN(C)C(=O)c2ccccc2)OCc2cnnn2CCCC1=O ?
CASP6 VEID inh: -3&-1&1; LGR2 antag: -5&-9; EWS-Fli inh: 0&5&-1; DENV2 CPE rescue: 0&-12&0; SIRT5 block: -2&-1&-4; PAX8 reporter: -15&5; ARNT-TACC3 inh: -5&-6

What do the screens show for `CC(C)(C)c1ccc(S(=O)(=O)N2CCN(CCC#N)CC2)cc1`?
CASP6 VEID inh: -1; LGR2 antag: 4; EWS-Fli inh: 0; DENV2 CPE rescue: -2; PAX8 reporter: 0; ARNT-TACC3 inh: 1

Results for N/C(=N\OC(=O)N1CCOCC1)c1ccc(Cl)cc1 ?
LGR2 antag: 13; PAX8 reporter: -6; ARNT-TACC3 inh: 2

Results for O=C(O)CCCCCn1c(SCC(=O)c2ccc(O)c(O)c2)nc2ccsc2c1=O ?
LGR2 antag: 29; PAX8 reporter: 4; ARNT-TACC3 inh: 15

How did C/C(N)=C(/C#N)C(=O)CSc1nc2cc(Cl)ccc2c(=O)n1-c1ccc(C)cc1 do in these assays?
LGR2 antag: 30; PAX8 reporter: 11; ARNT-TACC3 inh: -6

How did C[C@@H]1CCCCO[C@@H](CN(C)Cc2ccc3c(c2)OCO3)[C@H](C)CN([C@H](C)CO)C(=O)c2cc(NC(=O)CCC(F)(F)F)ccc2O1 do in these assays?
CASP6 VEID inh: -4; LGR2 antag: -14; EWS-Fli inh: -5; DENV2 CPE rescue: 13; SIRT5 block: -1; PAX8 reporter: 11; ARNT-TACC3 inh: -17

Results for C[C@H]1CN([C@@H](C)CO)C(=O)Cc2cc(NS(C)(=O)=O)ccc2O[C@H]1CN(C)S(=O)(=O)c1ccc(Cl)cc1 ?
CASP6 VEID inh: 1; LGR2 antag: 26; EWS-Fli inh: 0; DENV2 CPE rescue: 12; SIRT5 block: -5; PAX8 reporter: 6; ARNT-TACC3 inh: -29

Results for CC(C)(C)OC(=O)N1CCC(C(=O)Nc2ccc(C(=O)N3CCOCC3)cc2)CC1 ?
CASP6 VEID inh: 4; LGR2 antag: -3; EWS-Fli inh: -20; DENV2 CPE rescue: -9; PAX8 reporter: -42; ARNT-TACC3 inh: -6

What do the screens show for `COc1ccc2c3c(n(C)c2c1)[C@H](CO)N(C(=O)NC(C)C)CC31CCN(Cc2nccs2)CC1`?
CASP6 VEID inh: -5; LGR2 antag: -15; EWS-Fli inh: -3; DENV2 CPE rescue: -3; SIRT5 block: -2; PAX8 reporter: -26

Results for CC(NC(=O)Cc1cccs1)c1ccccc1 (stereo not given) ?
CASP6 VEID inh: 1; LGR2 antag: -2; EWS-Fli inh: 0; DENV2 CPE rescue: -8; SIRT5 block: 1; PAX8 reporter: -1; ARNT-TACC3 inh: 2

How did Cc1cccc2c1CC(C)(C)NC2=C(C#N)C#N do in these assays?
CASP6 VEID inh: -6; LGR2 antag: 10; EWS-Fli inh: 3; DENV2 CPE rescue: 18; SIRT5 block: 0; PAX8 reporter: 38; ARNT-TACC3 inh: -9

Results for CCCNC(=S)N1CCC(C(=O)c2ccc3c(c2)OCCO3)CC1 ?
CASP6 VEID inh: -1; LGR2 antag: -10; EWS-Fli inh: -8; DENV2 CPE rescue: 1; SIRT5 block: 4; PAX8 reporter: 7; ARNT-TACC3 inh: 0

How did CCOc1ccc(/C=N/OC(C)C(=O)NCc2ccc3c(c2)OCO3)cc1 (stereo not given) do in these assays?
CASP6 VEID inh: 0; LGR2 antag: 7; EWS-Fli inh: -2; DENV2 CPE rescue: -7; SIRT5 block: -2; PAX8 reporter: 3; ARNT-TACC3 inh: 5

How did CN1CCN(C(=O)/C=C/c2ccc(C#N)cc2)CC1 do in these assays?
CASP6 VEID inh: -2; LGR2 antag: 11; EWS-Fli inh: 5; DENV2 CPE rescue: -4; SIRT5 block: 4; PAX8 reporter: -5; ARNT-TACC3 inh: -7

What do the screens show for `O=C(NCc1ccccc1)/C(=C/c1ccc(OC(F)F)cc1)c1ccccc1`?
LGR2 antag: 17; EWS-Fli inh: 4; PAX8 reporter: -8; ARNT-TACC3 inh: -2

Structures shown so far that contain a COOH group (2):
What do the screens show for `O=C(O)c1ccc(Nc2nc3ccccc3nc2NS(=O)(=O)c2cccs2)cc1`?
CASP6 VEID inh: 1; LGR2 antag: -9; DENV2 CPE rescue: 9; SIRT5 block: 2; PAX8 reporter: -22; ARNT-TACC3 inh: -10

Results for O=C(O)CCCCCn1c(SCC(=O)c2ccc(O)c(O)c2)nc2ccsc2c1=O ?
LGR2 antag: 29; PAX8 reporter: 4; ARNT-TACC3 inh: 15

Screening data as filed in PubChem BioAssay.
